Source: PubChem BioAssay (Broad Institute)
KDM4C inh – KDM4C (human) demethylase inhibition | AID 720574 | Q9H3R0 | GST-KDM4C 2-372, H3K9me3 peptide, LANCE TR-FRET | actives 0.15% (n = 96,000) | inhibition, % at 12.5 µM;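 active means mean replicate inhibition above about 25%, with at least 55% of replicates also reaching it, limit read from the data, passing the limit was not always enough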
Target sequence (Q9H3R0 2-372 limits assumed): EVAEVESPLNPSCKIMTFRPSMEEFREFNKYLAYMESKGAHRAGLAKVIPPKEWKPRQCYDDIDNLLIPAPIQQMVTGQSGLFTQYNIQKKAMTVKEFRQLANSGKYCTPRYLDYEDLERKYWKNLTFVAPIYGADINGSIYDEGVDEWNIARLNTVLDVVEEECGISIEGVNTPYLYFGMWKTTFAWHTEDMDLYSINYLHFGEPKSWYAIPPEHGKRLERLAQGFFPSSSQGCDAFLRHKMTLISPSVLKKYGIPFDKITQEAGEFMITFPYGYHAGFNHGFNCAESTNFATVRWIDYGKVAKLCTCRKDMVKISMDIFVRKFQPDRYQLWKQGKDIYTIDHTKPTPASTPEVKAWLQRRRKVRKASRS
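reagent = H3K9me3 peptide substrate, Fe(II), 2-oxoglutarate | system = GST-tagged GASC-1 (JMJD2C) catalytic fragment, aa 2-372 | amount = enzyme final amount 10 nM | read-out = Fall in 671/618 emission ratio as inhibition | medium = HEPES buffer, pH 7.5, plus ascorbate | schedule = 30 min reaction, 60 min detection, RT | measured by = LANCE TR-FRET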
Pf Dd2 growth – P. falciparum Dd2 growth inhibition; actives 2.3% (n = 94,000); SYBR Green, 72 h; active compounds read low; activity change, % at 10 µM; AID 1159554; in the data active means activity change below about -80%
Tcruzi prolif – inhibitors of T. cruzi proliferation | T. cruzi beta-gal in NIH3T3, GalScreen luminescence, 90 h | inhibition, % at 8.34 µM | actives 5.9% (n = 77,000) | AID 624255;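 active means mean inhibition above about 93%, with at least 55% of replicates each passing it, limit read from the data, passing the limit was not always enough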
C diff HTS – blocks growth of Clostridium difficile | Clostridium difficile clinical isolate growth, OD600, 24 h; active compounds read low | growth activity, negative = inhibition, % at 16 µg/mL (by protocol) | actives 0.25% (n = 86,000) | AID 1259249;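 active means mean growth activity at or below -80% and every replicate also at or below -80%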;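 further: 0% = DMSO wells and -100% = levofloxacin 16 µg/mL wells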
* marks the source's active call; other numbers are inactive results; · = not tested or not shown; & = joins results of further samples.

SMILES	KDM4C inh	Pf Dd2 growth	Tcruzi prolif	C diff HTS
CCC(=O)Nc1ccc2c(c1)C(=O)N(C)C[C@H](OC)[C@@H](C)CN(C(=O)c1ccccc1F)[C@@H](C)CO2	1.1	13	2	·
C[C@@H]1CN([C@@H](C)CO)C(=O)c2cc(NC(=O)CCCN(C)C)ccc2O[C@H]1CN(C)Cc1ccc(C(=O)O)cc1	5.6	9	38	1
C[C@@H]1CCCCO[C@@H](CN(C)S(C)(=O)=O)[C@@H](C)CN([C@H](C)CO)C(=O)c2cc(NC(=O)Nc3ccc(F)cc3)ccc2O1	-1.7	15	2	10
COCC(=O)N1CC2(CN(Cc3ccccc3)C2)c2c(n(C)c3cc(OC)ccc23)[C@H]1CO	1.1	-55	·	-1
COc1ccc(NC(=O)N(C)C[C@H]2OCCCC[C@@H](C)Oc3ccc(NS(=O)(=O)c4ccc(Cl)cc4)cc3C(=O)N([C@@H](C)CO)C[C@@H]2C)cc1	0.5	-72	81	-3
O=C(Cc1cccnc1)N1CC(=O)N2[C@H](C1)[C@H](c1ccc(C#CC3CC3)cc1)[C@@H]2CO	2.0	22	·	-5
CN1c2ccc(Br)cc2[C@H]2[C@H](CCN2C(=O)Cc2cccnc2)[C@@H]1CO	1.8	-36	104	4
O=C(C[C@H]1CC[C@@H]2[C@H](COC[C@@H](O)CN2S(=O)(=O)c2ccc(F)cc2)O1)N[C@@H]1CCN(Cc2ccccc2)C1	0.5	-6	5	6
O=C(C[C@@H]1CC[C@@H](NC(=O)C2CCOCC2)[C@@H](CO)O1)NCC1CC1	-1.4	8	·	-4
COc1ccc2c3c([nH]c2c1)[C@H](CO)N(Cc1ccccc1)CC31CCN(C(=O)c2ccccn2)CC1	0.0	-84*	·	3
Cc1noc(C)c1S(=O)(=O)Nc1cccc2c1O[C@H](CN(C)Cc1ccc(C(=O)Nc3ccccc3N)cc1)[C@H](C)CN([C@H](C)CO)C2=O	-0.7	-76	·	-6
CC(C)CC#Cc1ccc2c(c1)O[C@@H](CN(C)Cc1ccncc1)[C@H](C)CN([C@H](C)CO)S2(=O)=O	4.4	-76	129*	21
COc1ccccc1CNC(=O)C[C@H]1C[C@H]2c3cc(NC(=O)Nc4ccccc4F)ccc3O[C@H]2[C@@H](CO)O1	-0.8	32	30	2
CN1c2ccc(-c3ccccc3)cc2[C@@H]2[C@@H](CCN2S(=O)(=O)c2ccccc2F)[C@@H]1CO	-1.5	28	27	-4
COc1ccc(-c2ccc3c(c2)[C@H]2[C@H](CCN2C(=O)c2ccc4c(c2)OCO4)[C@@H](CO)N3)cc1	-2.4	-56	14	-3
Cc1noc(C)c1NC(=O)N[C@@H]1CC[C@@H](CCNC(=O)C2CCCC2)O[C@@H]1CO	0.1	-7	·	-1
COc1ccc(CN(C)C[C@H]2Oc3ccc(NC(=O)C4CC4)cc3CC(=O)N([C@@H](C)CO)C[C@H]2C)cc1	-0.3	6	33	-7
CS(=O)(=O)N[C@@H]1C[C@@H]2O[C@@H](CO)CC[C@@H]2O[C@@H]1CCc1ccc(-c2ccccc2F)cc1	·	-3	·	-2
Cc1noc(C)c1NC(=O)Nc1ccc2c(c1)C(=O)N([C@@H](C)CO)C[C@@H](C)[C@@H](CN(C)C(=O)NC1CCCCC1)OCCCC[C@@H](C)O2	-1.1	-25	·	4
CCCNC(=O)Nc1ccc2c(c1)C(=O)N(C)C[C@H](OC)[C@H](C)CN(CCC)[C@@H](C)CO2	-1.1	22	22	2
C[C@@H]1CN([C@@H](C)CO)C(=O)c2cc(NC(=O)Nc3ccccc3)ccc2O[C@@H]1CN(C)Cc1ccc(C(=O)Nc2ccccc2N)cc1	-2.3	-83*	48	1
C[C@@H]1CN([C@@H](C)CO)S(=O)(=O)c2ccc(-c3cccc(C#N)c3)cc2O[C@@H]1CN(C)Cc1cccc(F)c1	·	-40	75	6
COC(=O)c1ccc(CN2CC(=O)N3[C@@H](CO)[C@H](c4ccc(-c5ccc(OC)cc5)cc4)[C@@H]3C2)cc1	·	-1	·	2
CC(=O)N(C)C[C@H]1Oc2ncc(C#Cc3ccccn3)cc2C(=O)N([C@H](C)CO)C[C@H]1C	2.3	39	60	1

A different layout for part of the listing above:
| canonical_smiles | KDM4C inh | Pf Dd2 growth | Tcruzi prolif | C diff HTS |
| --- | --- | --- | --- | --- |
| COc1ccc(-c2ccc3c(c2)[C@H]2[C@H](CCN2C(=O)c2ccc4c(c2)OCO4)[C@@H](CO)N3)cc1 | -2.4 | -56 | 14 | -3 |
| Cc1noc(C)c1NC(=O)N[C@@H]1CC[C@@H](CCNC(=O)C2CCCC2)O[C@@H]1CO | 0.1 | -7 | · | -1 |
| COc1ccc(CN(C)C[C@H]2Oc3ccc(NC(=O)C4CC4)cc3CC(=O)N([C@@H](C)CO)C[C@H]2C)cc1 | -0.3 | 6 | 33 | -7 |
| CS(=O)(=O)N[C@@H]1C[C@@H]2O[C@@H](CO)CC[C@@H]2O[C@@H]1CCc1ccc(-c2ccccc2F)cc1 | · | -3 | · | -2 |
| Cc1noc(C)c1NC(=O)Nc1ccc2c(c1)C(=O)N([C@@H](C)CO)C[C@@H](C)[C@@H](CN(C)C(=O)NC1CCCCC1)OCCCC[C@@H](C)O2 | -1.1 | -25 | · | 4 |
| CCCNC(=O)Nc1ccc2c(c1)C(=O)N(C)C[C@H](OC)[C@H](C)CN(CCC)[C@@H](C)CO2 | -1.1 | 22 | 22 | 2 |
| C[C@@H]1CN([C@@H](C)CO)C(=O)c2cc(NC(=O)Nc3ccccc3)ccc2O[C@@H]1CN(C)Cc1ccc(C(=O)Nc2ccccc2N)cc1 | -2.3 | -83* | 48 | 1 |
| C[C@@H]1CN([C@@H](C)CO)S(=O)(=O)c2ccc(-c3cccc(C#N)c3)cc2O[C@@H]1CN(C)Cc1cccc(F)c1 | · | -40 | 75 | 6 |
| COC(=O)c1ccc(CN2CC(=O)N3[C@@H](CO)[C@H](c4ccc(-c5ccc(OC)cc5)cc4)[C@@H]3C2)cc1 | · | -1 | · | 2 |

(more compounds)
SMILES	KDM4C inh	Pf Dd2 growth	Tcruzi prolif	C diff HTS
C[C@H]1CN([C@@H](C)CO)C(=O)Cc2cc(NS(=O)(=O)c3cccs3)ccc2O[C@@H]1CN(C)Cc1ccc(C(=O)O)cc1	-0.3	11	-15	1
COc1ccc2c3c([nH]c2c1)[C@@H](CO)N(C)CC31CN(C(=O)Nc2c(C)noc2C)C1	·	9	·	-1
C/C=C/c1ccc2c(c1)O[C@H](CN(C)C(=O)CC1CC1)[C@H](C)CN([C@H](C)CO)S2(=O)=O	1.8	-1	71	0
OC[C@H]1[C@H](c2ccc(-c3cccnc3)cc2)[C@@H]2CN(CC3CCOCC3)CCCCN12	·	7	74	-5
COc1cccc(NC(=O)N2CC(=O)N3[C@H](CO)[C@H](c4ccc(C#CC5CCCCC5)cc4)[C@@H]3C2)c1	-0.3	-43	·	-7
COc1cccc(C(=O)Nc2ccc3c(c2)OC[C@@H](C)NC[C@@H](C)[C@@H](OC)CN(C)C3=O)c1	0.3	-2	-25	·
C[C@@H]1CN([C@@H](C)CO)C(=O)c2cc(C#C[C@@H](C)O)cnc2O[C@H]1CN(C)CC1CCOCC1	4.2	16	·	3
COc1cccc(-c2ccc3n(c2=O)C[C@H]2[C@H](CO)[C@@H](C(=O)N(C)C)[C@@H]3N2C(=O)c2ccccn2)c1	0.2	·	23	2
CCC(=O)Nc1ccc2c(c1)C(=O)N(C)C[C@@H](OC)[C@H](C)CN(Cc1ccccc1)[C@@H](C)CO2	0.7	-14	-25	·
Cc1ccc(S(=O)(=O)N[C@@H]2CC[C@@H](CC(=O)O)O[C@@H]2CO)cc1	1.7	10	24	·
CN1C(=O)c2cc(NC(=O)c3ccccc3Cl)ccc2OC[C@@H]2O[C@H](CC(=O)NCC(F)(F)F)CC[C@@H]21	-2.8	·	38	-2
COc1ccc(NC(=O)Nc2cccc3c2O[C@H](CN(C)Cc2ccc(Cl)c(Cl)c2)[C@H](C)CN([C@@H](C)CO)C3=O)cc1	0.8	-59	64	10
COc1ccc2c3c(n(C)c2c1)[C@H](CO)N(C(=O)c1cccnc1)CC31CCN(S(C)(=O)=O)CC1	-0.2	-19	·	-1
CC(=O)N1[C@@H](CO)[C@@H](c2ccccc2)C12CN(C(=O)c1ccccn1)C2	-1.0	40	·	0
C[C@@H]1CN([C@@H](C)CO)S(=O)(=O)c2ccc(C3=CCCCC3)cc2O[C@H]1CN(C)S(C)(=O)=O	0.0	2	4	-12
COCC(=O)N(C)C[C@H]1[C@H](c2ccc(-c3cccnc3)cc2)[C@@H](CO)N1C(C)=O	0.3	-4	91	-3
COc1ccc(NC(=O)N(C)C[C@H]2Oc3c(NC(=O)NC4CCCCC4)cccc3C(=O)N([C@H](C)CO)C[C@@H]2C)cc1	3.5	-7	5	0
C[C@@H]1CN([C@H](C)CO)C(=O)Cc2cc(NC(=O)Nc3ccccc3)ccc2O[C@@H]1CN(C)S(=O)(=O)c1ccccc1	1.4	-13	-12	28
C[C@@H]1CN([C@@H](C)CO)C(=O)c2cc(NC(=O)c3ccncc3)ccc2O[C@@H](C)CCCCO[C@@H]1CN(C)C(=O)Nc1cccc2ccccc12	2.9	-84*	53	3
COCC#Cc1ccc([C@H]2[C@H]3CN(C(=O)C4CCC4)CC(=O)N3[C@H]2CO)cc1	-1.0	2	·	-5
C[C@H]1CN([C@@H](C)CO)C(=O)c2cccc(NC(=O)Nc3ccc(C(F)(F)F)cc3)c2O[C@H]1CN(C)Cc1ccc(Oc2ccccc2)cc1	-1.3	2	93	81
COc1ccccc1NC(=O)N[C@@H]1CC[C@@H](CCn2cc(C3(O)CCCC3)nn2)O[C@H]1CO	-0.7	-5	-24	·
COCC#Cc1cnc2c(c1)C(=O)N([C@@H](C)CO)C[C@@H](C)[C@H](CN(C)Cc1ccc(-c3ccccc3)cc1)O2	-0.4	-44	120*	2
O=S(=O)(Cc1ccccc1)N1CCCCN2[C@H](C1)[C@@H](c1ccc(C#Cc3ccccc3)cc1)[C@@H]2CO	-0.6	-42	101*	28
O=C(N[C@H]1CC[C@H](CCn2cc(C3(O)CCCC3)nn2)O[C@@H]1CO)C1CCCC1	5.1	16	·	0
O=C(NCC[C@@H]1CC[C@H](NS(=O)(=O)c2ccccc2)[C@H](CO)O1)c1ccc2c(c1)OCO2	0.3	16	46	-3
CCS(=O)(=O)N1CCC2(CC1)CN(C(=O)CN1CCOCC1)[C@@H](CO)c1c2c2ccc(OC)cc2n1C	-0.4	23	·	0
Cc1ccc(S(=O)(=O)N[C@H]2CC[C@H](CC(=O)NCCc3ccncc3)O[C@@H]2CO)cc1	-0.1	-4	-42	0
C/C=C/c1cnc2c(c1)C(=O)N([C@H](C)CO)C[C@@H](C)[C@@H](CN(C)S(=O)(=O)c1ccccc1F)O2	-1.1	-35	·	0
COCC#Cc1ccc([C@H]2[C@H]3CN(S(=O)(=O)c4ccccc4F)CCCCN3[C@H]2CO)cc1	0.3	2	59	5
CO[C@H]1CN(C)C(=O)c2cc(NC(=O)Cc3ccccc3)ccc2OC[C@@H](C)N(C(C)=O)C[C@@H]1C	-0.2	-35	52	·
C[C@H]1CN([C@@H](C)CO)C(=O)CCCn2nncc2CO[C@@H]1CN(C)S(=O)(=O)c1cccc(F)c1	0.0	-38	8	·
C[C@@H]1CN([C@@H](C)CO)C(=O)c2cc(NS(=O)(=O)c3cccs3)ccc2O[C@H]1CN(C)S(=O)(=O)c1ccc(Cl)cc1	-3.3	-8	-16	·
CCCNC(=O)N(C)C[C@H]1Oc2ncc(C#CC3CC3)cc2C(=O)N([C@@H](C)CO)C[C@H]1C	-1.1	18	56	·
C[C@H]1CN([C@@H](C)CO)C(=O)c2cc(/C=C/c3ccccc3)cnc2O[C@H]1CN(C)C(=O)C1CC1	-1.9	-13	72	·
COCC(=O)Nc1ccc2c(c1)C(=O)N(C)[C@@H]1CC[C@@H](CC(=O)NCc3ccc(OC)cc3)O[C@H]1CO2	-1.1	-2	-4	0
C[C@H]1CN([C@@H](C)CO)C(=O)Cc2cc(NS(=O)(=O)c3ccccc3)ccc2O[C@H]1CN(C)S(=O)(=O)c1ccccc1	-1.0	-2	-5	8
C[C@H]1CN([C@@H](C)CO)C(=O)c2cc(NC(=O)CCC(F)(F)F)ccc2O[C@@H]1CN(C)Cc1ccc(C(F)(F)F)cc1	1.2	-9	·	0&-4
C[C@H](CO)N1C[C@H](C)[C@H](CN(C)C(=O)Cc2ccccn2)Oc2ncc(-c3ccncc3)cc2C1=O	0.8	10	3	-3
CCCN(C)C[C@H]1Oc2ncc(-c3ccccc3)cc2C(=O)N([C@@H](C)CO)C[C@H]1C	·	1	·	1
O=C(Nc1ccccc1)N[C@@H]1CC[C@@H](CCNC(=O)c2ccccc2F)O[C@H]1CO	-0.7	-7	19	2
O=C(C[C@H]1CC[C@H](NS(=O)(=O)c2ccccc2)[C@@H](CO)O1)NCc1ccncn1	-0.5	-4	86	2
CO[C@H]1CN(C)C(=O)c2cc(NC(=O)c3ccccc3)ccc2OC[C@H](C)N(C)C[C@H]1C	-0.8	17	-254	0
C[C@@H]1CN([C@H](C)CO)C(=O)c2c(c3ccccc3n2C)-c2ccccc2CO[C@@H]1CN(C)S(=O)(=O)Cc1ccccc1	-1.2	-30	39	3
C[C@@H]1CN([C@@H](C)CO)C(=O)c2cccc(NC(=O)c3ccc(-c4nccs4)cc3)c2O[C@H]1CN(C)Cc1ccc(C(=O)O)cc1	0.5	-7	25	2
